KOR beta-arrestin-1 – KOR antagonists, beta-arrestin recruitment, cell-based, luminescence, uHTS (AID 1778); one-dose inhibition, % at 10 µM; IC50 in µM for titrated hits; KOR beta-arrestin recruitment, luminescence, antagonist mode; higher % means a stronger effect; 0.091% of 290,000 active; in the data active = inhibition above about 50%; also: strong numbers were not always called active
GPR55 beta-arrestin – GPR55 agonists via beta-arrestin recruitment, primary screen, imaging, U2OS cells, beta-arrestin-GFP redistribution (AID 1961); U2OS GPR55 beta-arrestin-GFP redistribution imaging; higher % means a stronger effect; activation, % at 10 µM, or EC50 in µM where a hit was titrated; 0.048% of 290,000 active;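 active = activation above 40% with more than 50 cells counted in the well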;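 also: U2OS osteosarcoma cells stably expressing GPR55 and beta-arrestin-GFP; plate controls were DMSO negative control for no effect and LPI positive control for full effect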
GPR55 LPI antagonism – inhibition of LPI-stimulated GPR55 beta-arrestin translocation – imaging, U2OS, beta-arrestin-GFP, LPI agonist, primary screen (AID 2013). inhibition, % at 10 µM, or IC50 in µM where a hit was titrated. 0.13% of 290,000 active. U2OS GPR55 beta-arrestin-GFP translocation imaging, LPI antagonism; higher % means a stronger effect;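 active = spots per cell inhibited over 60%, with over 100 cells counted and total cytoplasm intensity under 500,000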;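 also: U2OS cells stably carrying GPR55 and arrestin-GFP stimulated by 5 µM LPI near EC80; imaged beta-arrestin-GFP aggregate spots per cell after agonist stimulation; plate controls were LPI-stimulated DMSO wells for no effect and DMSO wells without LPI for full effect; some results filed as inactive read as strong as hits; confirmed hits need IC50 under 10 µM and bright autofluorescent wells are also inconclusive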
West Nile antiviral – inhibition of WNV-induced cytopathic effect – cell-based, CPE readout (AID 1621) | West Nile virus-infected cells, CPE inhibition; higher % means a stronger effect | CPE inhibition, % at 10 µM, or IC50 in µM where a hit was titrated | 0.02% of 290,000 active; in the data active = a potency from the dose series; also: strong numbers were not always called active
PhoP inhibition – PhoP-dependent GFP reporter repression – Salmonella Typhimurium, primary screen (AID 1863); 0.16% of 300,000 active; S. Typhimurium PhoP-regulated promoter GFP reporter, 4 h; higher % means a stronger effect; inhibition, % at 50 µM; hits with a dose series show IC50 in µM;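 active = inhibition over 29.93%, a cutoff 3 SD above the screen mean, later confirmed by dose response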;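 also: 0% = low Mg2+ inducing control and 100% = high Mg2+ repressing control; strong numbers were not always called active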
T cell modulator – T cell immune modulators affecting CD8 T cell-vesicle binding; 2C CD8+ T cell-vesicle binding, flow cytometry; stronger effect = lower value; calls only at 7 µM; 0.068% of 330,000 active;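 active = response, share of CD8 T cells binding vesicles, and their 90th percentile fluorescence all below set limits, cut at about 80% in these data, passing the limit was not always enough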
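Material: murine 2C transgenic CD8+ T lymphocytes / Also added: QL9-peptide-loaded Drosophila micro-vesicles bearing Ld, ICAM-1 and B7-1 / Schedule: binding step 1.5 h, 37 °C, antibody labelling 20 min, ice / Signal: flow cytometry, PE anti-B7-1 (FL2) versus Alexa647 anti-CD8 (FL8), PFA-fixed / Evaluation: percent CD8+ FL2 mean versus row control / Benchmarks: naked versus QL9-loaded vesicles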
KOR beta-arrestin-2 – kappa opioid receptor activators – cell-based, luminescence, uHTS, primary screen (AID 1777) | 0.02% of 280,000 active | KOR beta-arrestin recruitment, luminescence; higher % means a stronger effect | activation, % at 10 µM, or EC50 in µM where a hit was titrated; in the data active = activation above about 50%, passing the limit was not always enough; also: a part of the inactive calls stands beside numbers as strong as those of hits
GPR35 antagonists – inhibition of zaprinast-stimulated GPR35 beta-arrestin translocation – imaging, U2OS, beta-arrestin-GFP, zaprinast agonist, primary screen (AID 2058); 0.052% of 290,000 active; one-dose inhibition, % at 10 µM; IC50 in µM for titrated hits; U2OS GPR35 beta-arrestin-GFP translocation imaging, zaprinast antagonism; higher % means a stronger effect;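 active = inhibition of at least 50% with at least 30 cells and total cytoplasm GFP at most 10,000,000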
NTR1 agonist – NTR1-driven beta-arrestin-GFP spot formation – imaging, U2OS cells, high content, primary screen (AID 493036) | P30989 | agonist mode | activation, % at 20 µM | 0.17% of 330,000 active;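 active = activation at or above 40% of the spot to cytoplasm intensity ratio, with at least 20 cells analyzed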;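 also: 0% = DMSO without peptide and 100% = 100 nM NTR1 peptide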
Target sequence (P30989 whole entry, looked up): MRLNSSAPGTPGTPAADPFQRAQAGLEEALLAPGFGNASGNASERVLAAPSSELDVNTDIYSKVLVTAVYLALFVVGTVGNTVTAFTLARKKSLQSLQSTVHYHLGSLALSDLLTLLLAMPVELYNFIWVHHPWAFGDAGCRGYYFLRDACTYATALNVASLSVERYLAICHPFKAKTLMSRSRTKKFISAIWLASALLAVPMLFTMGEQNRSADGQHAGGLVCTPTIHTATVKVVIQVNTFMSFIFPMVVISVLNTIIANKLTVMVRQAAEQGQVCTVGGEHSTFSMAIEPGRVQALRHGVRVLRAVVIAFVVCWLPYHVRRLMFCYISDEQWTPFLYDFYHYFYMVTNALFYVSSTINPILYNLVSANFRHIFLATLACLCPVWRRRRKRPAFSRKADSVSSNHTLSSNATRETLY
T cell modulator vesicle-bound % – also measured in T cell modulator; calls as there; double positive events, %; measured here: CD8+ vesicle-bound cell fraction;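 binding gate set so that unloaded-vesicle control wells show 10% double positive cells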
NTR1 agonist cell count 20 µM – second read-out of NTR1 agonist, no call of its own (marks repeat the call); cell count; measured here: cell count, cytotoxicity flag
An asterisk follows results filed as active; i = inactive; . = no result given; [ ] = dose if it differs, or a comment.

No. | SMILES | KOR beta-arrestin-1 | GPR55 beta-arrestin | GPR55 LPI antagonism | West Nile antiviral | PhoP inhibition | T cell modulator
1 | COc1ccc(-c2ccc3c(N)c(C(=O)NC(C)C)sc3n2)cc1OC | 10% | -0.3% | -8% | 0.9% | -3% | i
2 | CCC(C)[C@H](NC(=O)N1CCCCCC1)C(=O)OC (some centres undefined) | -28% | -0.1% | -7% | 0.1% | -3% | i
3 | O=C(NC1CC1)c1cc(-c2ccco2)nc2ccccc12 | 10% | -0.2% | -6% | 0.4% | -11% | .
4 | Cn1c(=O)c2c(ncn2CC(=O)OCC(=O)Nc2cccc(Cl)c2)n(C)c1=O | 27% | 1.1% | -5% | 0.7% | -2% | i
5 | COc1ccc(C(=O)N(CN2CCCC2=O)c2ccccc2OC)cc1OC | -16% | -0.1% | 11% | 0.4% | 10% | i
6 | CCC(C)(C)NC(=O)C(c1cccnc1)N(C(=O)c1csnn1)c1ccc(C)cc1 (centres undefined) | -4%[20 µM] | 0.5% | -9% | -0.7% | -8% | i
7 | Cc1cc(=O)oc2cc(OCC(O)CN3CCN(c4ccccc4)CC3)ccc12 (centres undefined) | -17% | -0.1% | 2% | . | 11% | i
8 | COc1cc2c(C(=O)NC3CCCCCC3)cn(C)c(=O)c2cc1OC | -11% | -0.1% | -10% | -0.1% | -2% | i
9 | CCN1CCN(C2CC(=O)NC2=O)CC1 (centres undefined) | 17% | -0.2% | 7% | 0.3% | 2% | i
10 | CC(NC(=O)c1cc(COc2cccc(C(F)(F)F)c2)on1)c1nccs1 (centres undefined) | 1% | -0.1% | 4% | 0.0% | -7% | i
11 | O=C(CSc1ccc(Cl)cc1)N1CCC(c2nc3ccccc3s2)CC1 | 4% | 0.5% | 4% | -0.4% | 11% | i
12 | CC(O)c1ccc(Oc2cnccn2)cc1 (centres undefined) | 9% | -0.1% | -7% | -0.4% | 1% | i

No. | T cell modulator vesicle-bound % | KOR beta-arrestin-2 | GPR35 antagonists | NTR1 agonist | NTR1 agonist cell count 20 µM
1 | 9 | -3.6% | -16% | 0.1 | 42
2 | 58 | 5.1% | -6% | -0.5 | 59
3 | . | -1.3% | 3% | . | .
4 | 24 | -3.3% | -6% | 0.5 | 36
5 | 16 | 0.7% | -1% | -0.3 | 92
6 | 11 | . | 15% | -0.1 | 58
7 | 55 | 3.3% | -2% | -0.3 | 42
8 | 59 | 0.5% | -8% | -1.6 | 55
9 | 27 | 0.1% | -9% | -1.2 | 50
10 | 45 | 6.2% | 8% | 0.9 | 73
11 | 39 | 0.8% | 0% | 3.4 | 57
12 | 49 | -2.2% | -8% | -0.5 | 66

A draw from above in order of molecular weight, rising:
No. | SMILES | KOR beta-arrestin-1 | GPR55 beta-arrestin | GPR55 LPI antagonism | West Nile antiviral | PhoP inhibition | T cell modulator
9 | CCN1CCN(C2CC(=O)NC2=O)CC1 (centres undefined) | 17% | -0.2% | 7% | 0.3% | 2% | i
12 | CC(O)c1ccc(Oc2cnccn2)cc1 (centres undefined) | 9% | -0.1% | -7% | -0.4% | 1% | i
3 | O=C(NC1CC1)c1cc(-c2ccco2)nc2ccccc12 | 10% | -0.2% | -6% | 0.4% | -11% | .
11 | O=C(CSc1ccc(Cl)cc1)N1CCC(c2nc3ccccc3s2)CC1 | 4% | 0.5% | 4% | -0.4% | 11% | i
4 | Cn1c(=O)c2c(ncn2CC(=O)OCC(=O)Nc2cccc(Cl)c2)n(C)c1=O | 27% | 1.1% | -5% | 0.7% | -2% | i

No. | T cell modulator vesicle-bound % | KOR beta-arrestin-2 | GPR35 antagonists | NTR1 agonist | NTR1 agonist cell count 20 µM
9 | 27 | 0.1% | -9% | -1.2 | 50
12 | 49 | -2.2% | -8% | -0.5 | 66
3 | . | -1.3% | 3% | . | .
11 | 39 | 0.8% | 0% | 3.4 | 57
4 | 24 | -3.3% | -6% | 0.5 | 36

Just GPR55 beta-arrestin (two entries from above):
cpd	structure	GPR55 beta-arrestin
1	COc1ccc(-c2ccc3c(N)c(C(=O)NC(C)C)sc3n2)cc1OC	-0.3%
2	CCC(C)[C@H](NC(=O)N1CCCCCC1)C(=O)OC (some centres undefined)	-0.1%

Further results
No. | SMILES | KOR beta-arrestin-1 | GPR55 beta-arrestin | GPR55 LPI antagonism | West Nile antiviral | PhoP inhibition | T cell modulator
13 | CC1CN(c2nc3c(c(=O)n(C)c(=O)n3C)n2Cc2c(F)cccc2Cl)CC(C)O1 (centres undefined) | 26% | -0.2% | 10% | -0.7% | 4% | i
14 | CCCCc1nnc(SCC(=O)Nc2nccs2)n1C | 5% | -0.1% | -5% | -0.4% | 0% | i
15 | CC1(C)NC(=O)N(CC(=O)OCC(=O)Nc2cc(S(=O)(=O)N3CCCCC3)ccc2Cl)C1=O | -27% | -0.4% | 6% | -0.3% | -3% | i
16 | CC(C)COC(=O)c1ccccc1N1C(=O)C2C3CCC(C3)C2C1=O (centres undefined) | 7% | -0.2% | -7% | -0.8% | -13% | i
17 | O=C(Nc1ccc(Oc2ccccc2)nc1)C1CCN(Cc2cccc(F)c2)CC1 | -21% | -0.1% | 6% | -0.9% | 1% | i
18 | Cc1ccc(CNC(=O)Cc2nc3nc(C)cc(C)n3n2)cc1 | -4% | -0.2% | 6% | -0.5% | -2% | i
19 | CCn1nc(C)c(CNC(=O)c2cc(COc3ccc(F)cc3Cl)on2)c1C | -15% | 0.4% | -21% | -0.4% | 2% | i
20 | CCn1cc(CN2CCC(C(=O)Nc3cccc(-c4cccc(F)c4)c3)CC2)cn1 | -37% | -0.1% | 14% | 1.2% | 4% | i
21 | COc1cc2c(cc1OC)C(C)N(S(=O)(=O)c1ccc(Cl)nc1)CC2 (centres undefined) | 17% | -0.1% | -1% | -0.9% | 3% | i
22 | Cc1cc(NS(=O)(=O)c2ccc(NC(=O)C(C(C)C)N3C(=O)c4ccccc4C3=O)cc2)nc(C)n1 (centres undefined) | -25% | -0.1% | 6% | -0.3% | -3% | i
23 | COc1cccc(Cn2c(NCc3ccco3)nc3c2c(=O)n(C)c(=O)n3C)c1 | -28% | 0.8% | 10% | -1.0% | 26% | i
24 | Cc1ccc(Cl)cc1NC1=NC(=S)N(C(C)C)C12CCCCC2 | 11% | -0.3% | 3% | -0.2% | 1% | i

No. | T cell modulator vesicle-bound % | KOR beta-arrestin-2 | GPR35 antagonists | NTR1 agonist | NTR1 agonist cell count 20 µM
13 | 28 | 26% | -4% | 3.7 | 92
14 | 18 | -3.0% | -6% | -0.7 | 42
15 | 54 | 5.2% | -7% | 0.9 | 30
16 | 51 | -1.6% | -5% | 3.7 | 48
17 | 6 | 2.8% | -8% | 0.1 | 43
18 | 19 | 5.7% | 10% | 2.5 | 69
19 | 23 | 2.3% | -7% | 2.0 | 58
20 | 71 | 6.4% | 8% | 1.0 | 46
21 | 42 | 5.6% | 4% | 0.3 | 51
22 | 38 | 1.8% | -6% | -1.0 | 62
23 | 28 | 2.7% | -5% | 1.2 | 89
24 | 30 | -4.1% | 0% | -0.4 | 72

Continued:
No. | SMILES | KOR beta-arrestin-1 | GPR55 beta-arrestin | GPR55 LPI antagonism | West Nile antiviral | PhoP inhibition | T cell modulator
25 | CC(=O)Oc1ccc2nc(CN3C(=O)c4ccc([N+](=O)[O-])cc4C3=O)oc(=O)c2c1 | -11% | -0.3% | -1% | 0.9% | -5% | i
26 | NC(=O)CN1CCN(c2cccc(Cl)c2)CC1 | 18% | -0.5% | 3% | -0.7% | 6% | i
27 | Cc1nnc(-c2ccccc2)c[n+]1[O-] | -1% | -0.1% | -4% | 0.1% | -2% | i
28 | O=C(NCCCc1ccccc1)c1ccc(CS(=O)Cc2ccc(Cl)cc2)o1 (centres undefined) | 10% | 0.3% | -1% | -0.3% | -4% | i
29 | CS(=O)(=O)Nc1ccccc1N=C(c1ccccc1)c1ccccc1 | -28%[20 µM] | 0.6% | -12% | -0.6% | -5% | i
30 | COc1ccccc1C/C(N)=N/OC(=O)COc1cc(C)cc(C)c1C | 4% | -0.1% | -9% | -0.4% | -4% | i
31 | O=C(OCc1csc(-c2ccccc2)n1)c1ccccc1O | 33% | 0.2% | 13% | -0.4% | -8% | i
32 | COc1cc2c(cc1OC)C(c1ccccc1C)CC(=O)N2 (centres undefined) | 9% | 0.0% | 3% | 0.0% | -4% | i
33 | CCNC(=S)NCCN1CCCCC1 | 15% | -0.2% | -3% | 0.1% | -11% | i
34 | CCOCCCNC(=O)C(=O)NCCCOCC | 8% | 0.1% | 4% | 0.0% | 3% | i
35 | Cc1ccc(NC(=O)NC2CCN(CC(=O)Nc3nccs3)CC2)cc1 | -1% | -1.0% | 8% | -0.7% | -14% | i
36 | Cc1nc2c(C)cccn2c1/C(O)=C1\C(=O)C(=O)N(CCN(C)C)C1c1ccccc1 (centres undefined) | -6% | -0.3% | -3% | 0.2% | -11% | i
37 | COc1cccc(CSc2nc3ccccc3[nH]2)c1 | 11% | -0.1% | 4% | -1.0% | 20% | i
38 | Cc1ccc2oc(-c3ccc(C)c(NC(=S)NC(=O)c4cccs4)c3)nc2c1 | 3% | -0.2% | 6% | 0.1% | 21% | i
39 | CN1CCN(C(=S)NC(=O)c2ccc(C(C)(C)C)cc2)CC1 | -4% | -0.3% | -16% | 1.4% | -1% | i

No. | T cell modulator vesicle-bound % | KOR beta-arrestin-2 | GPR35 antagonists | NTR1 agonist | NTR1 agonist cell count 20 µM
25 | 54 | -1.4% | -2% | -1.8 | 102
26 | 39 | -1.8% | 15% | -0.9 | 61
27 | 64 | 0.9% | -2% | -0.5 | 79
28 | 11 | -2.7% | 8% | 0.1 | 56
29 | 7 | 2.3% | 17% | 0.3 | 59
30 | 64 | -0.8% | -12% | 0.2 | 87
31 | 22 | -2.9% | -4% | 2.9 | 46
32 | 42 | 2.0% | -2% | -0.3 | 59
33 | 59 | -3.4% | 8% | 1.1 | 37
34 | 40 | -3.3% | 5% | 3.1 | 42
35 | 44 | -6.5% | 6% | 4.1 | 46
36 | 36 | 8.3% | -9% | -1.0 | 57
37 | 34 | 0.1% | -1% | -0.7 | 86
38 | 55 | -3.8% | -1% | -1.0 | 101
39 | 28 | 0.5% | 1% | 1.7 | 80

Screening results (PubChem)
